From PubChem BioAssay
SMN2 splice enh: enhancers of SMN2 splice variant expression | HEK293 SMN2-luciferase splicing reporter, luminescence, 30-36 h | Potency, µM (titrated, usually from 46.1 µM), inactives show at the top dose activity change, positive = activation, hits mostly activators | 2.8% of 210,000 active; further: % of control where 0% means no effect; nearly all actives have a fitted effect of over 55% in size
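HEK293 cells carry an SMN2 minigene-luciferase reporter in which exon 7 inclusion puts luciferase in frame. Cells were seeded at 2000 cells/well, attached for 10-12 hours, then exposed to compounds for 30-36 hours at 37C before ONE-Glo luminescence.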
HTT aggregate: reduces HttQ103-GFP aggregates in PC12 cells. PC12 HttQ103-GFP aggregates, Acumen cytometry, 40 h. 1.1% of 220,000 active. Potency, µM (highest dose often 46.1 µM), for inactives: top-dose activity change, negative = inhibition, usual class: inhibitors; further: on the % scale 0 is the no-effect control and ±100 the full control effect; nearly all actives have a fitted effect of over 60% in size
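Read-out: GFP aggregate count by laser scanning cytometer (488 nm excitation, 500-530 nm emission, 1–25 µm objects >6 SD above background). Cells: PC12, inducible HTTex1-Q103-GFP, 100 nM tebufenozide; compounds titrated.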
Tau fluor counter: counter-screen for tau fibril formation inhibitors | tau K18 P301L Alexa594 fluorescence, heparin fibrillization | 0.93% of 280,000 active | Potency, µM (top dose mostly 57.7 µM), inactives show at the top dose activity change, negative = decrease; further: on the % scale 0 is the no-effect control and ±100 the full control effect; nearly all actives have a fitted effect of over 55% in size
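Human tau K18 P301L (15 uM unlabeled, 0.24 uM Alexa 594-labeled) in 100 mM sodium acetate pH 7 with 20 uM heparin, 6 hr at 37 C. ThT 30 uM added, 1 hr ambient; Alexa 594 FP and total fluorescence read at 555/632 nm.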
HTT cytoprotect: protects HTT-Q103 PC12 cells, measured by ATP; PC12 HTT-Q103 induced, cytoprotection, ATP luminescence, 40 h; Potency, µM (doses to about 56.4 µM), for inactives: cytoprotection (ATP increase), hits mostly activators; 0.14% of 230,000 active;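 further: % of control where 0% means no effect; nearly all actives have a fitted effect of over 45% in size; toxic huntingtin expression switched on by the ecdysone agonist tebufenozide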
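PC12 cells with ecdysone-inducible HTT exon 1 Q103-GFP, induced with 100 nM tebufenozide and co-treated with library compounds in a dose series (1536-well, 1500 cells/well). Cytoprotection read as ATP content by ATPlite luminescence.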
Tau fibril ThT: inhibitors of human tau fibril formation, thioflavin T binding. Potency, µM (highest dose often 57.4 µM), without a hit: at the highest dose activity, negative = inhibition, hits mostly inhibitors. AID 1460. recombinant tau K18 P301L (four-repeat tau fragment), heparin-induced fibrillization, ThT fluorescence. 2.1% of 270,000 active. P10636; further: on the % scale 0 is the no-effect control and ±100 the full control effect; nearly all actives have a fitted effect of over 55% in size
Target sequence (P10636 561-689 P618L limits assumed): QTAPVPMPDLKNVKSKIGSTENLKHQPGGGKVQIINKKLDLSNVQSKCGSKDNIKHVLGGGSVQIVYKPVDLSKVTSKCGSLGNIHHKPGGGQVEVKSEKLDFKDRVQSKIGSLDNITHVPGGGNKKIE
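Heparin-induced fibrillization of the P301L-mutant K18 repeat-domain fragment of human tau was followed by ThT binding in quantitative high-throughput format.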
Tau FP inhib: blocks human tau fibril formation measured by polarization. 0.39% of 280,000 active. Potency, µM (top dose mostly 57.7 µM), without a hit: top-dose activity, negative = inhibition, usual class: inhibitors. P10636. AID 1468. K18 P301L tau heparin fibrillization, Alexa594 FP, 6 h; further: on the % scale 0 is the no-effect control and ±100 the full control effect; nearly all actives have a fitted effect of over 55% in size
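Human K18 P301L fragment (15 uM unlabeled plus 0.24 uM Alexa 594-labeled) in 100 mM sodium acetate pH 7 with compound, aggregation induced by 20 uM heparin for 6 hr at 37 C. ThT (30 uM) added for 1 hr, then Alexa 594 FP read.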
JMJD2E inh: JMJD2E (human) inhibition; B2RXH2; JMJD2E catalytic domain, FDH-coupled NADH fluorescence (FDH is formaldehyde dehydrogenase); Potency, µM (titrated, usually from 57.1 µM), without a hit: at the highest dose activity change, negative = inhibition, most hits filed as inhibitors; 1.6% of 230,000 active; active means well fitted inhibition curve with a large enough effect, not every such curve was filed as active; inconclusive means small, poorly fitted or top-dose-only effect, or another doubt; inactive means no such curve, though single readings can be large or run the other way;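 further: 0% = wells with enzyme and -100% = buffer wells without enzyme; nearly all actives have a fitted effect of over 50% in size; many of its hits are not listed in these tables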
Target sequence (B2RXH2 1-337 limits assumed): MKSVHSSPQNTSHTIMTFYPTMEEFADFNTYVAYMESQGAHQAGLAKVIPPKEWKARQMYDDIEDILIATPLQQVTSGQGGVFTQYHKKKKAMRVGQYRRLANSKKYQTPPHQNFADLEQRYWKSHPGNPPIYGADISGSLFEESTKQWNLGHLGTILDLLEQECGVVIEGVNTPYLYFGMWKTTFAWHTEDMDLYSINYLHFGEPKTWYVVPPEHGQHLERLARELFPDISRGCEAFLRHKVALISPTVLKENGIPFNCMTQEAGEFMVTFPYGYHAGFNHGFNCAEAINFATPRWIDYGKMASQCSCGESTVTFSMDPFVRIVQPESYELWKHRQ
ALDH1A1 block: blocks purified human ALDH1A1 activity; P00352; AID 1030; Purified ALDH1A1, NADH fluorescence, propionaldehyde substrate; Potency, µM (series often up to 75.3 µM), for the others: top-dose activity, negative = inhibition, usual class: inhibitors; 7.3% of 220,000 active; active means well fitted inhibition curve with a large enough effect, not every such curve was filed as active; inconclusive means small, poorly fitted or top-dose-only effect, or another doubt; inactive means no such curve, though single readings can be large or run the other way;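 further: plate controls were no enzyme wells and a reference inhibitor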
Target sequence (P00352 whole entry, looked up): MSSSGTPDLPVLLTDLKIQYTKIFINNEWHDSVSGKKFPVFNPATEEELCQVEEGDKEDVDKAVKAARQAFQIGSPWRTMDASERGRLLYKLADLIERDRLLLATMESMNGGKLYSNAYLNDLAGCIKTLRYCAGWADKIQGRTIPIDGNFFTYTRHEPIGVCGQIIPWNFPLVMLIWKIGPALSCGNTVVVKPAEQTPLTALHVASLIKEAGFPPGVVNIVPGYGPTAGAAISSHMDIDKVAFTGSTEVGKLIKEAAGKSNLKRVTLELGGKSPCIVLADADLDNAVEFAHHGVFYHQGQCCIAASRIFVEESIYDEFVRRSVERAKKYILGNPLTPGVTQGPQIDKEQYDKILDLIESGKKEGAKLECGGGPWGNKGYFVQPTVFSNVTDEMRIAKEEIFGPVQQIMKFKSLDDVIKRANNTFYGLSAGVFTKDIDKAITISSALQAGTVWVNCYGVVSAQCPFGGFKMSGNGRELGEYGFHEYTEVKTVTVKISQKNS
* hit, by the source's call; ? = inconclusive; · = no result given; & = joins results of further samples; [ ] = remark or other dose. Unless noted, the call rests on the fitted dose curve; in most records, active means well fitted curve in the direction sought with a large enough effect; inconclusive means small, poorly fitted or top-dose-only effect, or another doubt; inactive means no such curve, though single readings can be large; an effect the other way counts as inactive or inconclusive. Potency means the concentration at half of the fitted maximal effect. An excerpt; count on the stated rates, not on these rows.

mol | SMN2 splice enh | HTT aggregate | Tau fluor counter | HTT cytoprotect | Tau fibril ThT | Tau FP inhib | JMJD2E inh | ALDH1A1 block
CC(Sc1cccc[n+]1[O-])C(=O)Nc1ccc([N+](=O)[O-])cc1Cl (stereo unspecified) | 5% | 8% | 5% | 0%[10 µM] | 2% | 8% | -13% | ?
O=C(Cn1ccc2ccccc2c1=O)N1CCN(Cc2ccc3c(c2)OCO3)CC1 | · | -7% | -29% | 7% | -18% | -9% | ? | ?
O=C(CC(=O)NC1CCCCC1)N/N=C/c1ccccc1F | 25% | -15% | 3% | 10%[10 µM] | 2% | 3% | 1% | 4%
Cc1ccc2oc(/N=C(\N)NC(=O)C3CC3)nc2c1 | · | -2%[9.22 µM] | -20% | -37%[10 µM] | ? | -5% | 7% | ·
COCCn1cc(C(=O)NCc2ccco2)c2c3ccccc3n(C)c2c1=O | -13% | 20% | -6% | -23% | -20% | ? | ? | 8%
O=C(/C=C/c1c(Cl)nc2ccccn12)N1CCN(c2ccccc2F)CC1 | -1% | -10% | -1% | -23% | -13% | 1% | ? | 3%
COc1ccccc1NC(=O)c1ccc(NC(=O)CN2CCCC2)cc1 | 14% | 26% | -6% | -6% | -6% | -5% | -3% | -7%
Cc1ccsc1/C=N/Nc1ccc(Cl)nn1 | · | -5%[9.22 µM] | -27% | 1%[10 µM] | · | 12% | -3% | ·
CCOC(=O)CN1C(C(=O)c2ccccc2)=C(OC(=O)c2ccccc2)c2ccccc2S1(=O)=O | 7% | · | -14% | · | ? | 8% | · | ·
CCNC(=O)CSc1nnc(-c2cccc(S(=O)(=O)N(CC)CC)c2)n1CCc1ccccc1 | · | 10% | -13% | -34% | -20% | -14% | ? | 4%
COc1cccc(C(c2sc3ncnn3c2O)N2CC(C)OC(C)C2)c1 (stereo unspecified) | 15% | ? | -4% | 6%[10 µM] | -5% | -1% | 0% | 0.35µM*
CCC(C)NC(=O)CCCc1ccccc1 (stereo unspecified) | ? | -6% | -14% | 0% | -14% | 3% | -1% | 7%
COC(=O)[C@@]1(Cc2ccc(OC)cc2)[C@H]2c3cc(C(=O)N4CCCC4)n(CCO)c3C[C@H]2CN1C(=O)c1ccccc1 | 19%&-11% | -1% | 6%&-1% | -8% | 14%&-4% | 2%&3% | -1%&5% | 2%&7%
CN1CCC(=NNC(=O)C(=O)NC2CCCC2)CC1 | -6% | -3%[9.22 µM] | -9% | -7% | -11% | -7% | 114%[activator] | 11%
COc1ccc(CCNC(=O)Cn2cc(C(F)(F)F)cc(Cl)c2=O)cc1OC | 10% | -9% | -4% | · | -5% | -1% | 8% | 3%
CCc1cc2c(SCC(=O)N(CC)c3c(N)n(Cc4ccccc4)c(=O)[nH]c3=O)ncnc2s1 | 13% | ? | 5% | 7%[10 µM] | 2% | 5% | 4% | 8%
CN(C)c1cccc(C(=O)OCC(=O)NCC2CCCO2)c1 (stereo unspecified) | 7% | 27% | 4% | 5% | -1% | -4% | -14% | -6%
COc1cc(/C=N/NC(=S)NC2CC3C=CC2C3)cc(OC)c1OC (stereo unspecified) | · | -4%[9.22 µM] | ? | -16%[10 µM] | ? | 6% | -14% | 2.5µM*
CC(=O)Nc1cnc2ccccc2n1 | 19% | -12% | 3% | -16% | 0% | 7% | ? | -12%
CCOC(=O)N1CCN(C(=O)c2ccc3nc(C)sc3c2)CC1 | -8% | 2% | 0% | -8%[0.074 µM] | -8% | 1% | 0% | -3%
Cc1ccsc1C(=O)N1CCCC(CCC(=O)N2CCN(c3ccccn3)CC2)C1 (stereo unspecified) | · | -9% | -1% | -26% | -17% | 1% | ? | ?
O=C(NN1C(=O)C2C3C=CC(C3)C2C1=O)C(O)c1ccccc1 (stereo unspecified) | 5% | 4% | -1% | ? | -1% | 8% | 11% | 4%
COc1ccc(CNC(=O)CCc2c(C)nc3nc(CNC(=O)OC(C)(C)C)nn3c2C)cc1 | -17% | · | -4% | · | 0% | -5% | · | ·
Cc1ccc(C)c(S(=O)(=O)NCc2ccc(C(=O)NCc3ccccn3)cc2)c1 | 27% | -9% | -15% | 19% | -12% | -11% | 9% | 7%
CCCCCN(C(=O)NC(=O)Nc1ccc(C)cc1)S(=O)(=O)c1ccccc1 | 9% | -1% | -25% | 6%[10 µM] | 9% | -18% | -11% | -3%
COC(=O)c1c(-c2cc(OC)c(OC)c(OC)c2)c2ccnc(OCc3ncccn3)c2c(=O)n1Cc1ccnc(C)c1 | 26% | · | 1%&-12% | ? | -1%&-12% | 5%&2% | 1%&-16% | -7%&2%
O=c1c2ccccc2sc2nc(C3CCCCC3)n(Cc3ccco3)c(=O)c12 | -11% | 0% | 11% | -9%[0.074 µM] | 16% | -1% | -3% | 1.4µM*
O=C(CC1=NCCNC(c2ccccc2)C1)c1ccccc1O (stereo unspecified) | 11µM* | -1% | ? | -15%[10 µM] | -15% | -5% | -12% | 18µM*
COc1ccccc1-c1nnc(SCC(=O)Nc2ccc(S(N)(=O)=O)cc2)n1C | -1% | 20% | -12% | 9%[10 µM] | -3% | -12% | 6% | ?
Cc1ccnc2nc(C(=O)OCC(=O)Nc3ccccc3C(C)(C)C)nn12 | 14% | -16% | -2% | -25% | -9% | 5% | 1% | 0%
Cc1nc2ccccn2c1/C(O)=C1\C(=O)C(=O)N(CCN(C)C)C1c1ccco1 (stereo unspecified) | 1% | -5%[9.22 µM] | 5% | -21% | 0% | -2% | -14% | 1%
S=C(c1ccccc1)N1CCN(C(=S)c2ccccc2)CC1 | -18% | 6% | -15% | -6%[10 µM] | -11% | -5% | 4% | 1%
COc1cc(NC(=O)c2ccc(-c3ccc(Br)cc3)o2)ccc1NC(=O)C(C)C | -22% | -13% | ? | -28% | ? | 0% | 71%[activator] | 16%
CN(Cc1ccccc1)C(=O)COC(=O)c1ccccc1NS(=O)(=O)c1cccc(N)c1 | 10% | 2% | 1% | -18%[10 µM] | 3% | -1% | 8% | ?
COc1ccc(-c2nnc(SCC(=O)NCc3cccs3)n2C(C)C)cc1 | -21% | -6% | -12% | 3% | -17% | -1% | -5% | 6%
Cc1ccc(N(C(=O)C2CCCO2)C2C=CS(=O)(=O)C2)cc1Cl (stereo unspecified) | 1% | -26% | 3% | 5% | 4% | 1% | -3% | 13%
CCCCCCNC(=O)N[C@H](C(=O)NCCC[C@H]1CN2C(=NC[C@H]2C)N1CCC(c1ccccc1)c1ccccc1)C(C)O (stereo partly specified) | · | -32%[9.22 µM] | -4% | -9%[10 µM] | -16% | -7% | 20µM* | ·
O=C1CCN(Cc2ccccc2)C(=O)N1c1ccccc1 | · | 2%[9.22 µM] | -4% | 0%[10 µM] | -6% | 9% | -1% | 2%
O=C(O)CNS(=O)(=O)c1cccc2nsnc12 | 3% | -5% | 0% | 8% | -1% | 6% | 1% | -3%
O=C(N/N=C/c1ccc(Cl)cc1Cl)c1n[nH]c2c1CCCC2 | 14µM* | -4% | 3% | · | -2% | 2% | -2% | 12%
CN(C)c1ccc(/C=N/NC(=O)c2ccc(CN3CCOCC3)cc2)cc1Br | -38%[inhibitor] | 10% | -7% | -45%[inhibitor] | ? | 8% | -7% | ?
CCNc1nc(SCCOc2ccc(C)cc2)nc(N(C)C)n1 | -10% | ? | -21% | -30% | ? | -9% | 1% | 2%
CCc1nnc(NC(=O)[C@@H](NC(=O)c2cccc(C)c2)C(C)C)s1 | · | 4% | 2% | 3%[10 µM] | 1% | 1% | 6% | 9%
Cc1cccc(OC(C)C(=O)N(Cc2cccs2)C2CCS(=O)(=O)C2)c1C (stereo unspecified) | 15% | 5% | -1% | -1%[0.074 µM] | -1% | 11% | 10% | ?
Cc1csc2ncc(C(=O)N3c4ccccc4CC3C)c(=O)n12 (stereo unspecified) | -2% | -6% | -3% | -28%[10 µM] | -10% | -5% | -27% | ?
Cc1ccnc(NC(=O)CCC(=O)N(CC(=O)NC2CCCCC2)c2cccc(C)c2C)c1 | 10% | -14% | 0% | 3% | -1% | 4% | -4% | 4%
Cc1ccc(C(=O)NCCSc2c(C)[nH]c3ccccc23)cc1[N+](=O)[O-] | -90% | 5% | -4% | · | 4% | -1% | -6% | ?
CC(C)c1ccc(O)c(NC(=S)NC(=O)c2cccnc2)c1 | · | 9%[9.22 µM] | -12% | 10%[10 µM] | -6% | -2% | -7% | ?
NC(=O)CC(NC(=O)Cc1ccc(Br)cc1)c1ccc(NC2CCCCCC2)c([N+](=O)[O-])c1 (stereo unspecified) | · | -16%[9.22 µM] | -28% | -3%[10 µM] | ? | -11% | -28% | ·
CCCCN1C(=O)C(O)(CC(=O)c2ccc(CC)cc2)c2cc(Br)ccc21 (stereo unspecified) | -13% | · | -24% | · | ? | -3% | · | ·
COc1ccc(-c2ccnc3nc(-n4cccc4)nn23)cc1 | -6% | -8% | -4% | -12% | 0% | 5% | 2% | ?
CC(=O)Nc1ccc(NC(=O)c2ccccc2S(=O)(=O)c2ccc([N+](=O)[O-])cc2)cc1 | 4% | · | 2% | · | -1% | -3% | -5% | 2%
Cc1cccc(CC2CC(=O)N(CCc3ccc4c(c3)OCO4)C2=O)c1 (stereo unspecified) | · | 0%[9.22 µM] | -11% | 7%[10 µM] | -12% | 4% | 6% | ?
O=C(N1CCOCC1)N(CCN1CCOCC1)Cc1cccc(Cl)c1 | -20% | 4% | 7% | -4% | 2% | 1% | 4% | 1%
COCCN(C(=O)c1cccc(OC)c1)c1nnc(-c2ccncc2)s1 | -3% | 2% | -1% | -11% | -3% | -1% | 5% | 2%
CC(C)(CN1CCCCC1)NS(=O)(=O)c1ccc(Cl)cc1 | -8% | -22% | 4% | 4% | 5% | 3% | -7% | -3%
CCCOc1ccccc1C(=O)NC(CO)C(=O)O (stereo unspecified) | 3% | -1% | -4% | 21% | -9% | 6% | 5% | 3%
CC1CN/C(=C\C(=O)c2ccccc2)C(=O)N1 (stereo unspecified) | 10µM* | -11% | -3% | -38%[inhibitor] | -5% | 5% | 7% | -2%
